# Pol kappa inh – inhibitors of human DNA polymerase kappa. Q9UBT6. AID 588579. purified Pol kappa, fluorescent DNA synthesis assay, 10 min. 400,000 tested, 0.53% active. Potency, µM (series often up to 107 µM), without a hit: top-dose activity, negative = inhibition, usual class: inhibitors; further: potency means the concentration at half of the fitted maximal effect; on the % scale 0 is the no-effect control and ±100 the full control effect
#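 Pol kappa 10 nM + cpd, 15 min RT; start w/ substrate 50 nM final; fluorescence kinetic read, 0 and 10 min. Neg ctrl: buffer, no enzyme.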
# BLM helicase inh – Bloom syndrome helicase (human) inhibition | recombinant BLM DNA unwinding, fluorescence dequenching | Potency, µM (series often up to 56.1 µM), without a hit: at the top dose activity change, negative = inhibition, most hits filed as inhibitors | 350,000 tested, 0.2% active | AID 2528;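 further: potency means the concentration at half of the fitted maximal effect; plate controls were vehicle for no effect and no enzyme for full effect; nearly all actives have a fitted effect of over 35% in size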
# APE1 inh – APE1 (human) endonuclease inhibition; P27695; Potency, µM (highest dose often 65.8 µM), inactives show at the top dose activity change, negative = inhibition, actives largely listed as inhibitors; AID 2517; 350,000 tested, 0.35% active; recombinant APE1, TAMRA/BHQ-2 abasic DNA cleavage fluorescence;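 further: potency means the concentration at half of the fitted maximal effect; plate controls were vehicle for no effect and reference inhibitor for full effect; nearly all actives have a fitted effect of over 55% in size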
# Target sequence (P27695 whole entry, looked up): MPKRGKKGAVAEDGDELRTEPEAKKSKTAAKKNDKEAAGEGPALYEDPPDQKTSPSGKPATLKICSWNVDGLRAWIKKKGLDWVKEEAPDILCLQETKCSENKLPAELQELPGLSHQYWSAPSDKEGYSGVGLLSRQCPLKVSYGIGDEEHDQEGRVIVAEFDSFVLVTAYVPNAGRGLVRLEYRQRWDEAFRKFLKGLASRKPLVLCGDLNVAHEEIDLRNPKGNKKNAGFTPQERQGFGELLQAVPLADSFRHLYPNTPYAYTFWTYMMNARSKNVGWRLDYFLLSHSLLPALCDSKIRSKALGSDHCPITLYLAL
#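 0.75 nM APE1 + cpd, 15 min RT; start w/ 50 nM TAMRA/BHQ-2 THF-abasic dsDNA; kinetic fluor 525/598 nm ×3 reads @60 s; Δ(read3−read1); normalized to DMSO and NSC13755 control wells.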
# Glioma ERSR ind – ER stress response induction in glioma; U87-MG GRP78 promoter luciferase reporter, 16 h; Potency, µM, without a hit: top-dose activation, most hits filed as activators; 420,000 tested, 0.02% active; further: potency means the concentration at half of the fitted maximal effect; series mostly up to about 76 µM; % of control where 0% means no effect; nearly all actives have a fitted effect of over 35% in size
#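 Stably transfected U87-MG human glioma cells carrying a GRP78-based luminescent sensor were seeded at 1000 cells/well, pin-dosed with compounds and incubated 16 h. Luciferase reagent was then added, and end-point luminescence was read after 10 min at room temperature.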
# POLB inh – inhibitors of human DNA polymerase beta; P06746; Pol beta primer extension/strand displacement, fluorescence kinetic; Potency, µM (series often up to 114 µM), for the others: at the top dose activity change, negative = inhibition, most hits filed as inhibitors; 340,000 tested, 1.3% active; AID 485314; further: potency means the concentration at half of the fitted maximal effect; on the % scale 0 is the no-effect control and ±100 the full control effect
#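 Curves were derived by four-parameter Hill fits of normalized qHTS data. The kinetic fluorescent primer-extension read was taken at 0 and 10 min after 50 nM substrate, following a 15 min room-temperature preincubation of 10 nM enzyme with compounds.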
# LDHA block – blocks human lactate dehydrogenase A. AID 1347041. purified LDHA, NADH/diaphorase-resazurin fluorescence; active compounds read low. P00338. activity change, % (values are at about 110 or 230 µM). 480,000 tested, 0.15% active; in the data active means activity change below about -30%; inconclusive means mostly about -25% to -30%;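 further: plate controls were DMSO wells for no effect and wells without enzyme for full effect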
#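 Remaining NADH was detected by diaphorase (0.133 mg/mL) converting 37 µM resazurin to fluorescent resorufin, read at 0 and 20 minutes. The preceding 5-minute room-temperature reaction used 2 nM LDHA, 0.2 mM sodium pyruvate and 0.06 mM NADH at pH 7.4.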
# Pol eta inh – blocks human DNA polymerase eta activity; Q9Y253; recombinant Pol eta, fluorescent DNA replication assay; Potency, µM (titrated, usually from 114 µM), for the others: at the highest dose activity change, negative = inhibition, hits mostly inhibitors; AID 588591; 390,000 tested, 1.2% active; further: potency means the concentration at half of the fitted maximal effect; on the % scale 0 is the no-effect control and ±100 the full control effect
# Target sequence (Q9Y253 whole entry, looked up): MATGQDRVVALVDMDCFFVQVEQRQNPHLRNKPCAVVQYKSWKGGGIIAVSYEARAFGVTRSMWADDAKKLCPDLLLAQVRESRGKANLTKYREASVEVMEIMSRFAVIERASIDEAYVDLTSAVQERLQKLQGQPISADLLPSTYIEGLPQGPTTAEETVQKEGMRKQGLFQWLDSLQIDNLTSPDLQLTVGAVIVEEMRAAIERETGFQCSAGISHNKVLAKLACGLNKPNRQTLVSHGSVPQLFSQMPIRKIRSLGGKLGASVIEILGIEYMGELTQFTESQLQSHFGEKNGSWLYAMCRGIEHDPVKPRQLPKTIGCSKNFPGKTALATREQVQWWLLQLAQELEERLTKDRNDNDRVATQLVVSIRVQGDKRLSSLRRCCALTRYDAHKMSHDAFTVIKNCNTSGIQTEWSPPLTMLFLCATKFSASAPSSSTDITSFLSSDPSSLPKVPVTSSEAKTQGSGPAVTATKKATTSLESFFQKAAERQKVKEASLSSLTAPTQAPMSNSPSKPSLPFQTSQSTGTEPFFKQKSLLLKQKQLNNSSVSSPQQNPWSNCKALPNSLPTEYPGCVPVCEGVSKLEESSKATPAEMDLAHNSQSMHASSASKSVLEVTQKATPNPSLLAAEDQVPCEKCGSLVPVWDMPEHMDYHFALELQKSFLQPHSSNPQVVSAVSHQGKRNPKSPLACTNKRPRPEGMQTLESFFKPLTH
#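 Pol eta at 10 nM preincubated with compounds 15 min at room temperature; reaction started with fluorescent substrate (50 nM final) and read kinetically at 0 and 10 min.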
# POLI inh – DNA polymerase iota (human) inhibition. Pol iota fluorescent replication assay, 10 min. Potency, µM (series often up to 115 µM), without a hit: at the top dose activity, negative = inhibition, hits mostly inhibitors. 390,000 tested, 1% active; further: potency means the concentration at half of the fitted maximal effect
#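 Pol iota at 10 nM preincubated 15 min with compounds at room temperature; reaction started with fluorescent substrate, 50 nM final. Fluorescence read kinetically at 0 and 10 min; buffer-only wells as negative control.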
# Anesthetic bind – binds horse apoferritin like a general anesthetic. P02791. apoferritin/1-aminoanthracene competitive binding, fluorescence. Potency, µM (highest dose often 77.5 µM), for the others: at the top dose activity change, negative = displacement, hits mostly inhibitors. 350,000 tested, 0.074% active; further: potency means the concentration at half of the fitted maximal effect; on the % scale 0 is the no-effect control and ±100 the full control effect; nearly all actives have a fitted effect of over 20% in size
#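 Probe: 1-aminoanthracene (50% saturated, PBS). Protein: horse-spleen apoferritin, 10 uM. Incubation: 10 min, room temperature. Detection: 380 nm excitation, 535 nm emission. Analysis: normalized response, four-parameter Hill.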
# * hit, by the source's call; ? = inconclusive; . = no result given; & = joins results of further samples; [ ] = another dose, or the depositor's remark. Unless noted, the call rests on the fitted dose curve; in most records, active means well fitted curve in the direction sought with a large enough effect; inconclusive means small, poorly fitted or top-dose-only effect, or another doubt; inactive means no such curve, though single readings can be large; an effect the other way counts as inactive or inconclusive. Some of the compounds tested. The share of hits here may be higher or lower than overall.
1: COc1cc2cc3c(N)c(C(=O)Nc4sc(C)c(C)c4C#N)sc3nc2cc1OC
2: CCC1Oc2ccccc2N(Cc2ccccc2C)C1=O (stereo unspecified)
3: CCOC(=O)C1CCCN(CCC(=O)Nc2cccc(F)c2)C1 (stereo unspecified)
4: O=C(CN(C(=O)CSc1nc2ccccc2o1)c1cccc(F)c1)NC1CCCCC1
5: O=C(NC(=S)Nc1ccccc1N1CCCC1)c1ccc(F)cc1
6: O=C(NCCOc1ccccc1)C1CCC(=O)N(Cc2ccc(Cl)cc2)C1 (stereo unspecified)
assay / compound | 1 | 2 | 3 | 4 | 5 | 6
Pol kappa inh | 32µM* | -11% | -13% | -2% | -20% | -5%
BLM helicase inh | 32µM* | -5% | 0% | -4% | -14% | -1%
APE1 inh | 13µM* | -1% | -4% | -2% | 6% | -3%
Glioma ERSR ind | ? | -2% | -6% | -1% | -2% | 1%
POLB inh | 7.9µM* | 1% | 19% | 30%[activator] | 18% | 1%
LDHA block | -10 | -4 | -7 | -13 | -7 | -8
Pol eta inh | 28µM* | -3% | 2% | -9% | -8% | -8%
POLI inh | 7.9µM* | 15% | -14% | 27% | 33%[activator] | -5%
Anesthetic bind | ? | ? | -10% | -6% | -18% | -6%

7: OCCC1CN(CCCc2ccccc2)CCN1Cc1ccccc1 (stereo unspecified)
8: CCCCc1ccc(NC(=S)N2CCN(C(=O)OCC)CC2)cc1
9: Cc1ccc(Cn2nnc3c(=O)[nH]c(C4CCN(S(=O)(=O)c5ccc(C)cc5)CC4)nc32)cc1
10: COc1ccc(NS(=O)(=O)c2ccc(C(=O)OC(C)C(=O)N3CCOCC3)cc2)cc1 (stereo unspecified)
11: CC(=O)c1ccc(OCCCC(=O)Nc2cccc(S(=O)(=O)N3CCCCCC3)c2)cc1
12: Cc1cccc(NC(=O)N2CCN(C)c3ncccc32)c1C
assay / compound | 7 | 8 | 9 | 10 | 11 | 12
Pol kappa inh | -12% | -9% | -10% | -14% | -18% | -24%
BLM helicase inh | -5% | -2% | -10% | 3% | . | -2%
APE1 inh | 0% | 9% | -6% | -9% | 1% | .
Glioma ERSR ind | -2% | -3% | -4% | -1% | -1% | -3%
POLB inh | -21% | 19% | 0% | -2% | . | 7%
LDHA block | -4 | -1 | -8 | 2 | -3 | 10
Pol eta inh | -2% | -2% | -14% | -12% | -25% | -6%
POLI inh | 25% | -12% | -6%[58.9 µM] | 22% | 51%[activator] | 22%
Anesthetic bind | -2% | -13% | ? | -11% | . | 7%

13: Cc1ccc(C(=O)NCC(c2ccc3c(c2)OCO3)N2CCOCC2)cc1 (stereo unspecified)
14: O=C(CN1C(=O)CC(c2ccco2)Sc2ccccc21)Nc1ccc(C(F)(F)F)cc1 (stereo unspecified)
15: CCC(=O)c1cn(CC(=O)Nc2cccc(C)c2C)c2ccccc12
16: O=C(NCCc1ccccc1)c1ccc2c(c1)N(Cc1ccc(Cl)cc1)C(=O)CS2
17: Cc1cc(C)nc(SCC(=O)O)n1
18: CCOC(=O)c1c(S(=O)(=O)N2CCCC(C(=O)Nc3cc(C)ccc3OC)C2)c(C)n(C)c1C (stereo unspecified)
assay / compound | 13 | 14 | 15 | 16 | 17 | 18
Pol kappa inh | -5%[60.1 µM] | 0% | -3% | -3% | -4% | -6%[60.1 µM]
BLM helicase inh | -1% | -4% | -7% | -7% | -2% | 1%
APE1 inh | . | . | 26% | . | -6% | .
Glioma ERSR ind | -4% | -3% | -4% | 0% | -4% | -1%
POLB inh | 37%[activator] | 9% | 2% | 2% | -3% | 5%
LDHA block | -6 | -5 | -15 | 8 | -3 | -17
Pol eta inh | -13% | 0% | -2% | -11% | 5% | 6%
POLI inh | 7% | 5% | 163%[activator] | -5% | 2% | -1%
Anesthetic bind | -2% | -16% | -8% | 1% | -13% | -2%

19: CCC(=O)Nc1cc(C(=O)OCc2ccc(C(=O)Oc3ccccc3)cc2)ccc1C
20: Cc1cc(C)n(C(C)CC(=O)Nc2ccc(C)c(N(C)C)c2)n1 (stereo unspecified)
21: O=C1c2ccccc2C(=O)N1CC1c2ccccc2CCN1C(=O)CN1CCOCC1 (stereo unspecified)
22: Cc1ccccc1OCc1nnc(SCc2nc3ccccc3c(=O)[nH]2)n1C
23: O=C(COc1ccc(C(=O)c2ccccc2)cc1)Nc1cccnc1
24: CN(Cc1ccccc1F)C(=O)CCNC(=O)c1ccc(C(C)(C)C)cc1
assay / compound | 19 | 20 | 21 | 22 | 23 | 24
Pol kappa inh | -3% | 0% | 1% | -11% | 3% | 1%
BLM helicase inh | -3% | -2% | 1% | 1% | 0% | .
APE1 inh | -7% | . | -6% | 20% | 29%[12.4 µM] | 10%
Glioma ERSR ind | 0% | 0% | -2% | -4% | ? | -2%
POLB inh | 16% | -19% | 28% | 11% | -7% | .
LDHA block | -13 | 6 | -2 | -14 | -3 | -3
Pol eta inh | 4% | -10% | -18% | -11% | -19% | -9%
POLI inh | -2% | 10% | 48%[activator] | 11% | 8% | 10%
Anesthetic bind | 5% | 0% | -10% | 2% | -12% | .

25: Cc1ccccc1S(=O)c1ccccc1C(=O)O (stereo unspecified)
26: COc1ccc(CN2CCN(C(=O)Cn3nc(C)n4cccc4c3=O)CC2)c(OC)c1OC
27: Cc1ccc(C(=O)NCCOC23CC4CC(CC(C4)C2)C3)cc1
28: CCOc1ccccc1C(=O)N[C@H](C(=O)Nc1nc2c(s1)CCCC2)C(C)C
29: COC(=O)c1c(NC(C)=O)csc1C
30: CCOC(=O)C1=NN(c2cccc(C)c2)C2(S1)SC(C(C)=O)=C(C)N2c1ccccc1 (stereo unspecified)
assay / compound | 25 | 26 | 27 | 28 | 29 | 30
Pol kappa inh | 4% | 7% | -7% | -2% | -4% | -11%
BLM helicase inh | -4% | 2% | -4% | -10% | -7% | -5%
APE1 inh | -1% | 25% | -9% | 1% | 2% | -1%
Glioma ERSR ind | -2% | 2% | 3% | -3% | -3% | -1%
POLB inh | 0% | 22% | 11% | 25% | -10% | -7%
LDHA block | -6 | -3 | 0 | -2 | -2 | 0
Pol eta inh | -4% | -21% | -10% | -19% | -18% | -1%
POLI inh | 24% | 31%[activator] | -2% | 2% | -17%[58.9 µM] | 15%
Anesthetic bind | 1% | -5% | ? | -17% | 5% | -14%

31: Cc1oc(-c2ccc(Cl)cc2)nc1CS(=O)CC(=O)NCc1ccco1 (stereo unspecified)
32: CCOC(=O)c1oc2cccc(O)c2c1CN(Cc1ccccc1)C(C)=O
33: Cn1nc(C(=O)Nc2ccc(Cl)cc2)cc1C(=O)Nc1ccc(Cl)cc1
34: c1ccc(Cn2nnc3c(N4CCOCC4)ncnc32)cc1
35: O=C1CN=C(Nc2ccccc2)N1Cc1cccs1
36: Cc1ccc(S(=O)(=O)N2CCCCC2)cc1NC(=O)COC(=O)C1=COCCO1
assay / compound | 31 | 32 | 33 | 34 | 35 | 36
Pol kappa inh | -8% | -17% | 0% | 9% | -2% | 5%
BLM helicase inh | -2% | -2% | -1% | 4% | -1% | 0%
APE1 inh | 9% | 0% | 15% | 16% | 1% | -7%
Glioma ERSR ind | -6% | -2% | -3% | -3% | -4% | 2%
POLB inh | 2% | 42% | 79% | 7% | 19% | 0%
LDHA block | -3 | 3 | 0 | -1 | -2 | -7
Pol eta inh | -12% | -18% | 3% | -9% | -16% | -11%
POLI inh | 41%[activator] | 24% | 3% | 32% | ? | -14%
Anesthetic bind | -6% | -18% | 1% | -4% | -21% | -8%

# Results in BLM helicase inh, for some of the entries so far:
cpd	canonical_smiles	BLM helicase inh
34	c1ccc(Cn2nnc3c(N4CCOCC4)ncnc32)cc1	4%
35	O=C1CN=C(Nc2ccccc2)N1Cc1cccs1	-1%
36	Cc1ccc(S(=O)(=O)N2CCCCC2)cc1NC(=O)COC(=O)C1=COCCO1	0%

# The list goes on.
37: O=S(=O)(NC1CCCCCCC1)c1cccs1
38: CC(NC(=O)c1ccc(CS(C)(=O)=O)cc1)c1ccc(-c2ccccc2)cc1 (stereo unspecified)
39: COc1cccc(OC)c1C(=O)N1CCN(C(=O)c2ccc(-c3ccccc3)cc2)CC1
40: Cc1nn(C2CCS(=O)(=O)C2)c(Cl)c1/C=C/C(=O)OCC(=O)Nc1ccccc1[N+](=O)[O-] (stereo unspecified)
41: Cc1cc(-c2cc(C(=O)NC3CCCC3)on2)nc(NCC2CC2)n1
42: CC(=O)c1ccccc1NC(=O)COC(=O)CCCN1C(=O)c2cccc3cccc(c23)C1=O
assay / compound | 37 | 38 | 39 | 40 | 41 | 42
Pol kappa inh | -17% | 5% | -21% | -7% | -2% | -15%
BLM helicase inh | -10% | -8% | 1% | 0% | 1% | -6%
APE1 inh | -1% | 27% | 56%[activator] | -6% | 17% | -2%
Glioma ERSR ind | -3% | -5% | -2% | -3% | -7% | -1%
POLB inh | -4% | 7% | 2% | 12% | 5% | 7%
LDHA block | 0 | -6 | -3 | 2 | -6 | -1
Pol eta inh | 6% | -17% | -6% | -8% | -2% | -10%
POLI inh | -10% | 60%[activator] | 17% | 77%[activator] | -12% | 9%
Anesthetic bind | ? | -9% | -22% | -23% | 4% | 3%

43: C/C(=C\COc1cc(=O)[nH]c2ccccc12)CCC(O)C(C)(C)O (stereo unspecified)
44: COc1cc(CNc2nc3ccccc3n2C)cc(OC)c1OC
45: CCSc1nnc(SCC(=O)NNC(=O)c2ccccc2F)s1
46: NC(=O)C1CCCN1Cc1ccc2c(c1)OCO2 (stereo unspecified)
47: CC1(C)Cc2c(sc3c2c(=N)n(Cc2ccco2)c(=O)n3Cc2ccccc2)CO1
assay / compound | 43 | 44 | 45 | 46 | 47
Pol kappa inh | 5% | -10% | -18% | 4% | -7%
BLM helicase inh | -6%&1%&-4% | 3% | 1% | . | -12%
APE1 inh | 1%&-1%&0% | 3% | 17% | . | -9%
Glioma ERSR ind | -4%&-5% | 0% | -3% | -7% | -4%
POLB inh | 4% | 54% | ? | . | ?
LDHA block | -9 | -6 | -2 | 0 | -6
Pol eta inh | -12% | -18% | -10% | -15% | -13%
POLI inh | 1% | 3% | 2% | 3% | -3%
Anesthetic bind | -5% | -8% | -13% | . | -21%
